From PubChem
aDG glyco act: increases alpha dystroglycan glycosylation; 360,000 tested, 0.22% active; activation, % at 10 µM; Pro5-aDG cells, alpha-DG glycosylation AlphaScreen (IIH6); 0% Pro5, 100% B10-LARGE cell signal;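 active = activation of at least 8% versus controls, or a plate z-score of at least 8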;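 also: Pro5 are CHO cells carrying HIG-tagged alpha-DG that lacks glycosylation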
ABCB6 inh MLPCN: blocks the human ABCB6 transporter; K562-ABCB6 porphyrin accumulation, flow cytometry, 1 h; hits give low values; fluorescence ratio to DMSO, % at 10 µM; 360,000 tested, 0.19% active; AID 602162;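 active = fluorescence ratio to DMSO below 75%, the collection mean minus 3 SD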;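 also: signal is porphyrin accumulated inside mitochondria; 100% equals median channel fluorescence of DMSO control wells; lower ratio means ABCB6 inhibition with less porphyrin fluorescence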
NOD2 RIPK2 PPI: NOD2-RIPK2 protein interaction inhibition; O43353; CHO BLA complementation NOD2-RIPK2, CCF4 ratio; inhibition, % at 4.98 µM; 360,000 tested, 0.38% active; in the data active = inhibition above about 21%;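 also: 0% = vehicle only and 100% = reference blocker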
Target sequence (O43353 whole entry, looked up): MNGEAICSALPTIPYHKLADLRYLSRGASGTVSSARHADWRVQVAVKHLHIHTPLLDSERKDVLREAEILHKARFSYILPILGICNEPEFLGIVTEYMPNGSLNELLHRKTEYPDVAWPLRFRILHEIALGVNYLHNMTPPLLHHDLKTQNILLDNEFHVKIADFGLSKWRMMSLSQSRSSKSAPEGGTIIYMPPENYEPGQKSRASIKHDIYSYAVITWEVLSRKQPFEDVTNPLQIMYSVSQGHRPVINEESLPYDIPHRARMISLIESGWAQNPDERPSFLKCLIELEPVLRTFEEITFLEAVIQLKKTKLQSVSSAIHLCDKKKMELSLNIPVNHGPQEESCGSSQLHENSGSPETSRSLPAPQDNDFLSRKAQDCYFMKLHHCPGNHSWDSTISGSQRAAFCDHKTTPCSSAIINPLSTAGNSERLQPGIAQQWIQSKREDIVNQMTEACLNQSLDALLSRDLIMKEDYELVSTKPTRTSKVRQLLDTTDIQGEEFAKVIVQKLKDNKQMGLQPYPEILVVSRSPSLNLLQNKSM
N-glyco inh: N-linked glycosylation inhibition | D54 ERlucT glycosylation luciferase reporter, 24 h; percent of 100 nM tunicamycin response | reporter increase, % at 12.5 µM | 360,000 tested, 0.23% active;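 active = mean luciferase reporter signal, scaled so untreated is 0 and the glycosylation-blocking control 100, at or above a set limit in every replicate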;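 also: luciferase carries N-glycosylation sites so blocking glycosylation raises the light; 0% = median of neutral control wells and 100% = median of 100 nM tunicamycin wells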
MC4R antag cAMP: human MC4R antagonism in cAMP assay | MC4R-expressing cells, MTII-stimulated cAMP, LANCE TR-FRET | 360,000 tested, 0.48% active | P32245 | inhibition, % at 6.5 µM;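 active = inhibition above its plate's cutoff, the mean of tested wells on that plate plus 3 SD, cut at about 29% in these data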;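 also: 0% = Melanotan II alone and 100% = Melanotan II plus saturating MCL0020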
Target sequence (P32245 whole entry, looked up): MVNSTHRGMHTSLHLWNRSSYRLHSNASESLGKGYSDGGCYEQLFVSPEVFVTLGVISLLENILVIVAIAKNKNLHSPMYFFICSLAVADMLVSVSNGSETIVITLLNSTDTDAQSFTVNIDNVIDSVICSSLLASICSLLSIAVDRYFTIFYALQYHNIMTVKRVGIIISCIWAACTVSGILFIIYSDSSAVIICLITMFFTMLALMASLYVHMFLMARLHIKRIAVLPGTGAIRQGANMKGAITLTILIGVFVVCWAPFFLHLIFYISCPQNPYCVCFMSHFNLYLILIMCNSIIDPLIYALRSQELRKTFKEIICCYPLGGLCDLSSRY
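system = U2OS cells with stable human MC4R expression | also added = Melanotan II challenge after compound preincubation | dosing = one concentration, 6.5 µM nominal | incubation = compound 30 min, challenge 1 h, detection 1 h | measured by = TR-FRET with Eu-cAMP and labeled anti-cAMP, 671 nm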
Exocytosis inh: blocks lytic granule exocytosis; TALL-104 LAMP-1 surface exposure, flow cytometry; cells stimulated with thapsigargin and PMA; inhibition, % at 10 µM; 360,000 tested, 0.66% active; AID 651702;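 active = inhibition above about 55%, limit read from the data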
MC4R ag barr: agonists of human melanocortin 4 receptor (MC4R) beta-arrestin; P32245; U2OS MC4R beta-arrestin complementation, luminescence; percent of melanotan II response, DMSO zero; activation, % at 8.9 µM; 360,000 tested, 0.98% active; AID 540308;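 active = activation above a per-plate cutoff, the mean activation of sample wells on that plate plus 3 SD, cut at about 8% in these data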
Vif inh: blocks HIV Vif function | HEK293T cells, Vif self-association by quenched fluorescence, imaging, 24 h | inhibition, % at 7.49 µM | 340,000 tested, 0.35% active; in the data active = inhibition above about 50%, passing the limit was not always enough; also: some results filed as inactive read as strong as hits
ABHD5 PLIN5 PPI: blocks binding of human ABHD5 to perilipin-5. AID 602281. Split G. princeps luciferase complementation, luminescence, 4 h. 360,000 tested, 0.78% active. Q00G26+Q8WTS1. inhibition, % at 4 µM;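 active = inhibition above the mean inhibition across every tested compound plus 3 SD, cut at about 22% in these data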;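 also: 0% = DMSO only wells and the 100% control is not disclosed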
TLR9-MyD88 inh: inhibitors of human TLR9-MyD88 binding. Q9NR96+Q99836. 340,000 tested, 0.21% active. inhibition, % at 4.98 µM. CHO BLA complementation TLR9-MyD88, CCF4 FRET ratio;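 active = inhibition above the mean over all tested compounds plus 3 SD, cut at about 21% in these data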;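 also: 0% = DMSO only wells and 100% = clavulanate BLA inhibitor control wells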
* hit, by the source's call; . = no result given; & = joins results of further samples. The list is partial. The share of hits here may be higher or lower than overall.

SMILES	aDG glyco act	ABCB6 inh MLPCN	NOD2 RIPK2 PPI	N-glyco inh	MC4R antag cAMP	Exocytosis inh	MC4R ag barr	Vif inh	ABHD5 PLIN5 PPI	TLR9-MyD88 inh
CC1Cc2ccccc2N1C(=O)c1ccc2nccnc2c1 (configuration not stated)	0.1	101	-3	0	-3	1	-2.5	-4	-2	-5
CCCCCOC(=O)c1cc(=O)[nH]c2ccccc12	-0.1	95	-10	-2	-10	0	-0.2	-12	-4	0
CCc1nnc2c(N(C)C)nc3ccccc3n12	-0.4	102	-7	-1	2	5	1.3	.	-4	-5
CCOC(=O)N1CCN(CC(=O)Nc2nc3ccccc3s2)CC1	0.1	96	-1	0	17	-8	0.1	-12	4	-9
NC(=O)c1c(NC(=O)c2ccccc2C(=O)O)sc2c1CCCC2	-0.1	128	0	1	10	-4	0.5	9	6	1
COc1cccc(Nc2nc(-c3sc(NC(=O)c4ccccc4)nc3C)cs2)c1	0.0	108	-1	-7	11	4	-1.4	0	-4	-4
O=C(c1ccco1)N1CCN(C(=O)c2cccc3c2C(=O)N(C2CCCCC2)C3)CC1	-0.2	96	-13	1	-8	8	-2.4	7	1	0
Cc1ccc(CN2CCNC(=O)C2CC(=O)N(C)CCc2ccccc2)cc1 (configuration not stated)	0.4	99	4	0	16	2	4.5	-3	-5	3
Cc1ccc(NC2c3ccccc3C(=O)N2c2cccnc2)cc1 (configuration not stated)	-0.1	95	2	1	10	-4	-2.1	-13	1	-2
CC1CC(C)CN(c2nc(NCc3ccco3)nc(N)c2[N+](=O)[O-])C1 (configuration not stated)	-0.1	104	-9	-1	2	-3	2.3	3	-1	-8
c1ccn2cc(-c3ccc4c(c3)OCO4)cc2c1	0.8	110	-3	2	16	2	-1.9	0	3	11
CN(C)S(=O)(=O)c1cccc(-c2nnc(SCCNCCO)n2-c2ccc(F)cc2)c1	0.0	104	5	0	3	-10	-2.0	6	-6	-6
CC(=O)Nc1cncc(-c2cccc(N(C)C)c2)n1	0.5	112	-1	3	12	-8	-1.2	-1	3	.
Nc1ncnc2c1ncn2[C@@H]1O[C@H](CNC(=O)[C@@H]2C[C@H](F)CN2)[C@@H](O)[C@H]1O	0.1	108	4	0	5	3	-0.5	.	-2	-3
Cc1cccc(NC(=O)COc2ccc(Br)cc2C)n1	-0.1	117	1	-5	-1	1	0.1	-10	-5	5
CCCNC(=O)C1(C)CCCN(Cc2c(C)nn(-c3ccccc3)c2C)C1 (configuration not stated)	-0.1	96	-7	1	8	1	0.2	.	5	.
CCOC(=O)c1c(NC(=O)COC(=O)c2cccc([N+](=O)[O-])c2)sc(C(=O)N(C)C)c1C	-0.1	101	-20	-2	13	1	0.4	.	-1	0
Cc1ccc(C(=O)Nc2ccc3cn[nH]c3c2)cc1S(=O)(=O)N1CCOCC1	0.0	102	-4	1	1	-3	-0.1	-3	4	-4
O=C(O)c1cccc(-c2ccc3c(c2)OCO3)c1	0.0	99	-2	0	3	2	0.3	2	88*	3
CC(C)COc1cccc(C(=O)N(C)CC(=O)Nc2cccc3ccccc23)c1	0.0	99	3	-1	8	15	1.0	-18	-12	-9
CC(=O)N1CCc2cc(S(=O)(=O)NCCC(=O)Nc3cc(C)cc(C)c3)ccc21	-0.1	95	-7	1	-4	-2	-1.5	-3	-8	-2
CCCN(CC(=O)Nc1ccccc1C)C(=O)c1ccc(-c2ccc(C(C)=O)cc2)o1	0.3	94	6	-2	3	-1	-1.9	3	-7	2
CN1CCN(S(=O)(=O)c2ccc(NC(=O)COc3ccccc3)cc2)CC1	0.1	101	-10	5	1	-2	-2.6	-3	3	-4
COc1ccc(-c2[nH]ncc2/C=N\NC(=O)c2ccc(Br)o2)cc1OC	-0.2	93	-18	1	-4	11	-1.0	2	1	0
COc1cc2c(cc1NC(=O)C(c1ccccc1)c1ccccc1)CCCC2	1.3	102	-2	-4	11	-1	-0.7	.	-15	-2
CN(Cc1ccccn1)C(=O)CC1C(=O)NCCN1Cc1ccc(F)cc1Cl (configuration not stated)	-0.1	98	8	-1	0	-2	0.0	12	0	-3
O=c1cc(NCc2ccco2)[nH]c(=O)n1-c1ccc(Br)cc1	0.0	94	-3	1	14	5	-1.5	-2	3	1
O=C(COC(=O)/C=C/c1ccc(C(F)(F)F)cc1)Nc1ccc2[nH]c(=O)[nH]c2c1	0.1	98	-6	2	0	47	-3.3	7	-5	8
O=C(Cc1ccc(Cl)cc1)Nc1ccc(SC(F)F)cc1	0.4	100	-6	-2	9	-1	3.2	1	-33	-4
O=C(NCCN1CCN(c2ccccc2)CC1)C1CCN(S(=O)(=O)N2CCOCC2)CC1	-0.2	97	-9	-1	5	1	-0.6	-3	4	3
O=C(c1ccc(N2CCCCC2)c([N+](=O)[O-])c1)N(Cc1ccccc1)c1ccccn1	0.0	98	-4	-2	7	-1	-2.2	-17	2	-2
CC(C)(C)NC(=O)c1cc(F)c(F)cc1Cl	-0.2	107	11	0	-1	1	-0.4	.	2	2
CCOC(=O)C1CCCCN1Cc1ccc(F)cc1 (configuration not stated)	0.2	98	-1	-1	10	-5	0.6	28	9	1
CC1CCN(C(=O)CCC(=O)Nc2ccc([N+](=O)[O-])cc2)CC1	-0.3	100	-13	0	-7	3	-0.4	.	0	-17
C=CCC[C@@H](Cc1ccc(F)cc1)C(=O)OC[C@H](C)NC(=O)[C@@H](CC=C)CC(=O)N[C@@H](CO)Cc1ccccc1	0.0	102	-2	-1	8	11	0.4	-1	-1	-10
CCOC(=O)Cc1csc(NC(=O)Nc2cccc(OC)c2)n1	0.2	95	-10	0	-4	-5	-2.8	4	0	9
COc1ccc(CCn2c(C3CCCCC3)nc3c(c(=O)c4ccccc4n3C)c2=O)cc1	0.1	98	-6	13	-10	7	5.0	-1	2	.
COc1cc(-c2nnc3sc(-c4cccs4)nn23)cc(OC)c1OC	-0.4	96	-12	-1	-29	-3	15*	.	6	-9
COc1ccc(CCNC(=O)C(C)n2nc(C)n3c(cc4occc43)c2=O)cc1OC (configuration not stated)	-0.1	100	-4	0	3	0	-1.3	-4	2	-3
CCc1ccc(Nc2ncccc2C#N)cc1	0.3	101	-8	-4	4	1	-0.7	8	-1	0

4 compounds already listed, sorted by molar mass, lowest first.
SMILES	aDG glyco act	ABCB6 inh MLPCN	NOD2 RIPK2 PPI	N-glyco inh	MC4R antag cAMP	Exocytosis inh	MC4R ag barr	Vif inh	ABHD5 PLIN5 PPI	TLR9-MyD88 inh
O=C(Cc1ccc(Cl)cc1)Nc1ccc(SC(F)F)cc1	0.4	100	-6	-2	9	-1	3.2	1	-33	-4
COc1cc(-c2nnc3sc(-c4cccs4)nn23)cc(OC)c1OC	-0.4	96	-12	-1	-29	-3	15*	.	6	-9
O=C(COC(=O)/C=C/c1ccc(C(F)(F)F)cc1)Nc1ccc2[nH]c(=O)[nH]c2c1	0.1	98	-6	2	0	47	-3.3	7	-5	8
C=CCC[C@@H](Cc1ccc(F)cc1)C(=O)OC[C@H](C)NC(=O)[C@@H](CC=C)CC(=O)N[C@@H](CO)Cc1ccccc1	0.0	102	-2	-1	8	11	0.4	-1	-1	-10

Carrying on:
SMILES	aDG glyco act	ABCB6 inh MLPCN	NOD2 RIPK2 PPI	N-glyco inh	MC4R antag cAMP	Exocytosis inh	MC4R ag barr	Vif inh	ABHD5 PLIN5 PPI	TLR9-MyD88 inh
CCN1C(=O)c2cccc3c(Cl)ccc(c23)C1=O	0.0	99	-7	5	-2	-1	0.8	1	1	2
O=C(Nc1nnc(C2CC2)s1)C1CCCCC1	0.0	98	-2	0	0	5	-1.2	-2	0	-6
CCN(c1ccccc1)S(=O)(=O)c1ccc(Cl)c(NC(=O)COC(=O)c2ccc(Cl)c(N)c2)c1	-0.1	101	-4	1	-3	-2	3.8	7	-5	-3
Cc1c(N=Cc2ccc(Br)s2)cccc1[N+](=O)[O-]	-0.2	108	-6	4	2	-6	-1.8	18	0	3
CCOC(=O)c1c(C)nc2cc(C)cc(C)n12	0.0	91	1	1	-1	2	-3.5	3	-4	-6
CCCCn1c(N)c(N(CC(C)C)C(=O)c2cccc(S(=O)(=O)N3CCCCCC3)c2)c(=O)[nH]c1=O	0.2	95	-7	-1	-4	6	-2.2	-2	9	-2
COc1ccc(CC2(C)OC(c3ccc(Cl)cc3)=NN2C(C)=O)cc1 (configuration not stated)	0.1	101	-7	-2	1	-1	2.3	-8	3	-3
COc1ccc(NC(=O)CCNS(=O)(=O)c2cccc3nonc23)c(OC)c1	0.1	78	-6	2	-1	1	0.3	-8	0	8
CC1CCCCN1C(=O)COc1ccccc1F (configuration not stated)	-0.1	100	-10	0	17	-2	-1.5	2	-2	12
Cc1ccc2nc(-c3ccccn3)c(NC3CCCC3)n2c1	3.2	101	6	-4	3	0	-2.3	-4	2	-10
Cc1cc2nc(-c3cc(N4CCOCC4)ccc3[N+](=O)[O-])ccn2n1	0.1	96	2	-2	0	-6	-2.6	20	-5	2
CCN(C(=O)CSc1nnc(-c2ccccc2)n1C)C1CCS(=O)(=O)C1 (configuration not stated)	-0.4	101	-4	-1	4	-1	-2.7	-3	-2	14
COc1ccc(S(=O)(=O)NCCC(=O)Nc2ccc(C)cc2)cc1	-0.1	99	-1	1	3	-6	-0.5	-9	-2	1
CC(=O)c1cccc(OCC(O)CN2CCN(C(=O)c3ccco3)CC2)c1 (configuration not stated)	0.1	100	-5	1	-3	3	-2.6	0	0	-3
CCOC(=O)C1=C[C@@H](C(C)(C)C)N(S(=O)(=O)c2ccc(C)cc2)[C@H]1c1cccc(Cl)c1	-0.1	102	-13	-8	.	2	.	15	-8	.
CCN(CC)C(=O)C1CCCN(Cc2cccc(F)c2)C1 (configuration not stated)	-0.2	100	-4	-1	5	-1	-1.2	8	4	-3
O=c1cc(O)nc(SCc2ccccc2)n1-c1ccccc1	0.3&1.7	108&99	-2&2	1	2&8	0&1	-1.1&-3.1	28	-1&-6	-3&6
Cc1cc(NS(=O)(=O)c2ccc(NC(=S)NC(=O)c3ccc(F)cc3Cl)cc2)no1	0.1	98	-13	1	0	2	-1.8	4	7	-12
CCCCNC(=O)C1c2ccccc2OCC(=O)N1CC(F)(F)F (configuration not stated)	0.3	105	-1	.	.	6	.	.	16	.
Cc1cc(CN(C)C(=O)C2CCC(=O)N(CCc3ccccc3)C2)n[nH]1 (configuration not stated)	0.2	106	-6	0	11	0	3.3	5	4	-13
Cc1ccc(C(=O)NCCc2nnc3ccc(SCC(=O)N4CCCC4)nn23)cc1	-0.3	94	-4	3	6	-2	-2.6	.	4	-4
O=C(O)C1=C[C@H](c2ccc(Br)cc2)C[C@H](OCCCCO)O1	0.1	93	-6	3	3	21	0.5	-4	-4	-9
C=C(C)c1cccc(C(C)(C)NC(=O)N2CCN(CC(N)=O)CC2)c1	-0.3	90	-3	0	-4	-2	2.7	1	-1	-3
O=C(N/N=C1\C/C(=N\NC(=O)c2ccncc2)c2ccccc21)c1ccncc1	1.2	118	7	2	-6	18	-2.4	34	-17	6
COCCN1C(=O)N[C@@H](c2cccc(F)c2)C(C(C)=O)=C1C	-0.1	96	-3	-1	8	14	0.7	-1	-2	-6
COc1ccc(S(=O)(=O)N2CCC(C(=O)NCCc3ccccc3)CC2)cc1	0.0	96	5	0	11	7	-0.5	-3	3	-1
N#Cc1cc2sc3nnc(-c4ccncc4)n3c2cc1C#N	0.9	100	-3	7	-5	-1	-2.4	31	5	-4
